Screens deposited in PubChem BioAssay by Johns Hopkins Ion Channel Center.
RGS4 inh – inhibitors of human RGS4. AID 463165. P49798. B-score at 10 µM. HEK293 M3R/RGS4 inducible, Fluo-4 calcium flux; active compounds read high; triggered by carbachol at its EC20. actives 0.45% (n = 310,000);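 active = B-score, a plate-corrected calcium signal, over three deviations above library mean, with baseline fluorescence within five deviations of library mean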;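 also: RGS4 expression induced by doxycycline in cells with stable M3 receptor; B-score is computed from the integrated fluorescence ratio over baseline after carbachol; higher B-score means a larger calcium signal and so more RGS4 inhibition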
ANO1 activ – activators or potentiators of mouse TMEM16A chloride channel; actives 0.3% (n = 340,000); B-score at 10 µM; Q8BHY3; HEK293 TMEM16A/YFP-H148Q/I152L, iodide quench fluorescence; active compounds read low; AID 623877;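 active = fluorescence-ratio B-score plate-corrected deviation score at least 3 library SD below zero, with starting fluorescence score within 5 deviations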;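 also: channel opened by trigger with iodide after compound preincubation; score built on the fluorescence ratio of max minus min over baseline; more negative score means more quench and so TMEM16A activation or potentiation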
RGS4 pot – potentiators or activators of RGS4 | HEK293 M3R/inducible RGS4, carbachol calcium flux Fluo4; active compounds read low | AID 463111 | actives 0.92% (n = 310,000) | B-score at 10 µM;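 active = B-score of the integrated calcium signal more than 4 SD below the library mean, with starting fluorescence not abnormally high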;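 also: negative B-score means reduced calcium response which marks RGS4 activation or potentiation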
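System – HEK293 FlpIn-TREx cells, stable M3R, doxycycline-inducible RGS4 · Reagent – ECmax carbachol challenge · Times – compound preincubation 20 min at room temperature before agonist · Technique – Fluo4 fluorescence kinetic imaging of calcium · Measure – B score of integrated Fluo4 ratio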
MrgX1 agonist – human MrgX1 receptor agonism, primary screen; MrgX1-HEK293 cells, Fluo-4 calcium fluorescence, agonist mode; active compounds read high; B-score at 10 µM; actives 0.44% (n = 310,000); AID 588627;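 active = calcium response B-score plate-corrected fluorescence ratio at least 3 library SD, with starting fluorescence B-score inside 5 SD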
Target sequence (Q96LB2 whole entry, looked up): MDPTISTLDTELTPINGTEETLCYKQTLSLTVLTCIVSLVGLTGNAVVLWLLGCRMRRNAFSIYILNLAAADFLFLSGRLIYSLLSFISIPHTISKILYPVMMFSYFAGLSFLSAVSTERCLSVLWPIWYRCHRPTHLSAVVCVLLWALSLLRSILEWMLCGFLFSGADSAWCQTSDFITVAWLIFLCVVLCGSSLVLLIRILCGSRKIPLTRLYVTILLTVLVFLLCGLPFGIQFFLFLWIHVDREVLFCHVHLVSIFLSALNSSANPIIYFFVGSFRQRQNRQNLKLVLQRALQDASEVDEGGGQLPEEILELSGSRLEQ
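System – MrgX1-expressing HEK293 cells · Incubation – cells plated overnight, dye loaded 0.5 h 37 °C, 0.5 h room temperature · Technique – kinetic Fluo-4 NW fluorescence of intracellular calcium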
hERG rescue – hERG (human) protection from proarrhythmic block | CHO-hERG, FluxOR thallium flux, dofetilide IC70 present | AID 1511 | actives 0.51% (n = 310,000) | activation (rescue from dofetilide block), less the hit threshold, % at 10 µM;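 active = activation above the mean of controls blocked by dofetilide plus 5 SD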;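 also: thallium influx through hERG after potassium depolarization seen as dye fluorescence rise; in these data hits start at about 4.7%; inactives centre near -7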
KCNQ1 inh – human KCNQ1 channel inhibition; AID 2642; B-score at 10 µM; actives 1.3% (n = 310,000); P51787; CHO-K1 KCNQ1, FluxOR thallium flux fluorescence; active compounds read high;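 active = compounds whose thallium flux B-score, printed positive for inhibition, exceeds three library SD while starting fluorescence stays within three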;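 also: channel opened by potassium depolarization with thallium stimulus after 20 min compound exposure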
KCNK3 inh – human KCNK3 channel inhibition, primary screen; O14649; CHO-KCNK3 thallium flux, FluxOR fluorescence; active compounds read low; B-score at 10 µM; actives 0.84% (n = 340,000); AID 602410;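 active = B-score under library mean minus 4 SD, starting fluorescence ratio at most library mean plus 5 SD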;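 also: more negative B-score means stronger inhibition of thallium flux through KCNK3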
Target sequence (O14649 whole entry, looked up): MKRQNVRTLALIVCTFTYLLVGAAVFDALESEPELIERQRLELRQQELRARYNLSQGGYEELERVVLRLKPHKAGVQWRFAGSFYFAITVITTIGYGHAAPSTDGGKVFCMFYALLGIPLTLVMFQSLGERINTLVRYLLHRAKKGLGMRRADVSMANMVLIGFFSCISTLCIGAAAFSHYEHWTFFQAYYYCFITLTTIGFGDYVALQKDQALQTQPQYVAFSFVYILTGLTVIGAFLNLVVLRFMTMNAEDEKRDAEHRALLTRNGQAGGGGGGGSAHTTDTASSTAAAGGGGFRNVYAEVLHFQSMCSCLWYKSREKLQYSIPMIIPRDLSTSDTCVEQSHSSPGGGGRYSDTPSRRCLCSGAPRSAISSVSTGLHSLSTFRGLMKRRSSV
ANO1 block – mouse TMEM16A channel inhibition, primary screen; HEK293 TMEM16A/YFP iodide influx fluorescence, ionomycin; AID 588511; Q8BHY3; normalized B-score (activity score, 25-100; higher = stronger inhibition) at 10 µM; actives 1.2% (n = 310,000);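 active = ratio plate-corrected score three or more library SD toward inhibition, starting fluorescence score within five deviations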;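 also: score derived from kinetic fluorescence span divided by baseline fluorescence per well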
KCNK9 block – blocks the human KCNK9 two-pore domain potassium channel; Q9NPC2; HEK293 KCNK9, FluxOR thallium flux fluorescence; active compounds read low; B-score at 10 µM; actives 1.2% (n = 310,000);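 active = ratio B-score over 3 SD below the library mean, with starting fluorescence within 5 SD of its mean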;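 also: negative B-score means less thallium flux so channel inhibition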
Target sequence (Q9NPC2 whole entry, looked up, the tested form may be a part): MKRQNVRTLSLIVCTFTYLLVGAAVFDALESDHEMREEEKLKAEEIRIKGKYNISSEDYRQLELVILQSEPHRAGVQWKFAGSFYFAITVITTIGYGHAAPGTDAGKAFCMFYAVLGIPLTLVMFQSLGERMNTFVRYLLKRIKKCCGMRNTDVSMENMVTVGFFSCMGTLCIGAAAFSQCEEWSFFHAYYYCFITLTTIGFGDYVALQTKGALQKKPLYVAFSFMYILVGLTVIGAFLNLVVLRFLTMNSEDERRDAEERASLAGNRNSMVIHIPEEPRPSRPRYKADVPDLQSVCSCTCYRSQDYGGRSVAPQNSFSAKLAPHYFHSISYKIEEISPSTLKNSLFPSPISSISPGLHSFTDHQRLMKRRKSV
MrgX1 allo act – human MrgX1 positive allosteric modulation, primary screen | Q96LB2 | actives 0.63% (n = 310,000) | B-score at 10 µM | MrgX1-HEK293, Fluo-4 calcium flux, FDSS; active compounds read high;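 active = plate-corrected calcium response at least 3 library SD above typical, normal starting fluorescence, not activating the receptor alone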;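 also: compound read alongside a low EC10 to EC30 dose of BAM8-22 agonist; peak minus trough fluorescence over baseline measured at the second addition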
KCNQ1 pot – human KCNQ1 channel potentiation or activation. CHO-K1 KCNQ1, thallium flux FluxOR fluorescence; active compounds read high. B-score at 10 µM. actives 0.35% (n = 310,000). AID 2648;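 active = fluorescence ratio B-score, a plate-corrected score, at least three library SD, with initial intensity B-score within 5 SD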
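System: Stable KCNQ1 CHO-K1 line | Incubation: 90 min dye loading and 20 min compound exposure, both at room temperature | Measure: Ratio B score | Medium: Assay buffer for compound exposure, DMSO matched across wells | Compound dosing: Single-concentration screen | Probe or stimulus: K+/Tl+ depolarizing stimulus | Measured by: Kinetic FluxOR fluorescence, 10 s baseline plus 110 s post-stimulus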
Numbers without * were called inactive; i = inactive; . = no result given.

No.	SMILES	KCNQ1 inh	RGS4 inh	RGS4 pot	ANO1 block	KCNK9 block	hERG rescue	MrgX1 agonist	KCNK3 inh	MrgX1 allo act	KCNQ1 pot	ANO1 activ
1	NS(=O)(=O)c1ccc(CCNC(=O)COC(=O)Cc2c(F)cccc2Cl)cc1	i	i	i	i	i	-13	i	i	i	i	i
2	CCC(C)CCN1CCN=C1Nc1ccccc1 (stereo not drawn)	.	.	.	i	.	.	i	i	i	.	i
3	CC(C)[C@H](NC(=O)NC1CCN(Cc2ccccc2)CC1)C(=O)O	i	i	i	i	i	-3	i	i	i	i	i
4	O=C(COc1ccccc1F)NNC(=O)c1cccc(-n2cccc2)c1	i	i	i	i	i	-9	i	i	i	i	i
5	O=C(CSc1n[nH]c(-c2ccccc2)n1)Nc1ccc(F)cc1F	i	i	i	i	i	-9	i	i	i	i	i
6	Cn1cc(CN2CC3C[C@@H]4CC2C[C@H](C3)C4)c(-c2ccc3c(c2)OCCO3)n1	i	i	i	i	i	-16	i	i	i	i	i
7	CCOC(=O)CN(C(=O)CSc1nnc(CNc2ccc(F)cc2)n1CC)c1ccc(F)cc1	i	i	i	i	i	-11	i	i	i	i	i
8	Cc1ccc(-n2nc(C)c(NC(=O)COC(=O)c3ccccc3NCCO)c2C)cc1	i	i	i	i	i	-10	i	i	i	i	i
9	CCN(CC)CCNC(=O)C(=O)NCC1OCCN1S(=O)(=O)c1ccc([N+](=O)[O-])cc1 (stereo not drawn)	i	i	i	i	i	-7	i	i	i	i	i
10	COc1cccc(CNC(=O)Cn2ccc3cc(S(=O)(=O)N4CCCCCC4)ccc32)c1	i	i	i	i	i	-6	i	i	i	i	i
11	COc1ccc(S(=O)(=O)NC(C)C(=O)N2CCCC2)cc1C (stereo not drawn)	i	i	i	i	i	-1	i	i	i	i	i
12	COc1ccc(CNC(=O)C2CCC(CNc3c(N4CCOCC4)c(=O)c3=O)CC2)cc1 (stereo not drawn)	i	i	i	i	i	-5	i	i	i	i	i
13	c1cncc(Nc2nc(-c3cccnc3)cs2)c1	i	i	i	i	i	-17	i	i	i	i	i
14	O=S(=O)(c1ccc(NCC2CCCCC2)nc1)N1CCOCC1	i	i	i	i	i	-13	i	i	i	i	i
15	COC(=O)c1c(CSc2ccc(Cl)cc2)noc1C(=O)NCc1ccco1	i	i	i	i	i	-3	i	i	i	i	i
16	O=C(CSc1ncnc2c1oc1ccccc12)Nc1ccccc1C(F)(F)F	i	i	i	i	i	-13	i	i	i	i	i
17	S=C(Nc1ccccc1Cl)NC1CCCCCC1	i	i	i	i	i	-23	i	i	i	i	i
18	Cc1ccc2cc(CN(CCO)Cc3nnnn3Cc3ccc(F)cc3)c(=O)[nH]c2c1	i	i	i	i	i	0	i	i	i	i	i
19	O=C(/C(=C/O)N=Nc1ccccc1)c1ccc(Cl)cc1	i	8.7*	i	i	i	-7	i	i	i	i	i
20	CCO[C@@H]1OC(C(=O)N2CCOCC2)=C[C@H](c2cn(C(C)=O)c3ccccc23)[C@H]1CCCO	i	i	i	i	i	-6	i	i	i	i	i
21	COc1ccc(NC(=O)n2ncc3c(C)cccc32)cc1	i	i	i	i	i	-6	i	i	i	i	i
22	Cc1ccc(NC(=O)N2CCN(c3ncccc3C(F)(F)F)CC2)cc1	i	i	i	i	i	-8	i	i	i	i	i
23	O=C(Cn1c(=O)n(CC2CCCO2)c(=O)c2ccccc21)c1ccc(Cl)c(Cl)c1 (stereo not drawn)	i	i	i	i	i	-10	i	i	i	i	i
24	CN(C)c1nc(NS(=O)(=O)c2ccc(Cl)cc2)nc(N(C)C)n1	i	i	i	i	i	-9	i	i	i	i	i
25	CCOC(=O)c1ccc(NC(=O)c2sc3nc(N4CCOCC4)c4c(c3c2N)CCCC4)cc1	i	i	i	i	i	-14	i	i	i	i	i
26	CC(C)(C)[C@H]1C=C(C(=O)N2CCOCC2)O[C@@H](OCc2ccc(CO)cc2)C1	i	i	i	i	i	-4	i	i	i	i	i
27	CCOC(=O)N1CCN(C(=O)COC(=O)c2ccccc2NCCO)CC1	i	i	i	i	i	-7	i	i	i	i	i
28	Cc1ccc(C2/C(=C(\O)c3ccc4c(c3)OCCO4)C(=O)C(=O)N2CC2CCCO2)cc1 (stereo not drawn)	i	i	i	i	i	-11	i	i	i	i	i
29	CCCN(CCC)C(=O)Cn1c(=O)n(CCC(=O)NCCc2ccccc2)c(=O)c2ccccc21	i	i	i	i	i	-8	i	i	i	i	i
30	Cc1ccc(CNC(=O)CSc2nc3c(sc4ccccc43)c(=O)n2CCCN2CCCC2)cc1	i	i	-11*	i	i	-24	i	i	i	i	i
31	COc1cccc(/C=N/n2c(-c3ccco3)nc3ccccc3c2=O)c1	i	i	i	i	i	-14	i	i	i	i	i
32	COc1ccc(C2CC(C(F)(F)F)n3ncc(C(=O)Nc4cccc(O)c4)c3N2)cc1OC (stereo not drawn)	i	i	i	i	i	-3	i	i	i	i	i
33	COc1cccc(NC(=S)NC2CC3CCCC(C2)N3CC(C)C)c1 (stereo not drawn)	i	i	i	i	i	-10	i	i	i	i	i
34	Cn1cc(CCCC(=O)NCc2ccc(F)cc2)c2ccccc21	i	i	i	i	i	-7	i	i	i	i	i
35	CN(CC(=O)Nc1cccnc1)S(=O)(=O)c1cc(Cl)ccc1Cl	i	i	i	i	i	-8	i	i	i	i	i
36	CCCC1(c2ccccc2)NC(=O)N(CC(=O)Nc2sc(-c3ccccc3)cc2C(=O)OCC)C1=O (stereo not drawn)	i	i	i	i	i	1	i	i	i	i	i
37	Cc1ccc2nc3c(c(Nc4ccc(O)cc4)c2c1)CCC3	i	i	i	i	i	-11	i	i	i	i	i
38	Cc1ccc(C(C(=O)NC2CCCCC2)N(C(=O)Cc2c[nH]c3ccccc23)c2ccccc2)o1 (stereo not drawn)	i	i	i	i	i	-7	i	i	i	i	i
39	O=[n+]1cc(-c2ccc(Cl)cc2)n([O-])c2c1CCC2	i	i	i	i	i	-11	i	i	i	i	i
40	CCC(NC(=S)NC1CCCCC1)c1ccc(C(C)C)cc1 (stereo not drawn)	10*	i	-8.5*	i	i	-9	i	i	i	i	i
41	CN(Cc1cccc2cnccc12)C(=O)c1cc(COc2ccc(F)cc2F)on1	i	i	i	.	i	-12	.	i	.	i	i
42	Cc1cc(Br)ccc1NC(=O)CN(C)C(=O)CSCc1ccccc1	i	i	i	i	i	-10	i	i	i	i	i
43	CC(=O)N(Cc1cccnc1)Cc1cc2ccc(C)cc2[nH]c1=O	i	i	i	i	i	-17	i	i	i	i	i
44	CCN(CC)S(=O)(=O)c1cccc(C(=O)Oc2cccc(NC(=O)c3cccs3)c2)c1	i	i	i	i	i	-6	i	i	i	i	i
45	O=S(=O)(NN1CCOCC1)c1ccc(Br)s1	i	i	i	i	i	-2	i	i	i	i	i
46	COc1ccc(Oc2ccc(N/C=C3/CCCC3=O)cc2)cc1	i	i	i	i	i	-4	i	i	i	i	i
47	Cc1cccc(-n2nnnc2SCC(=O)N(CC(C)C)c2c(N)n(CC(C)C)c(=O)[nH]c2=O)c1	i	i	i	i	i	-11	i	i	i	i	i
48	Cc1ccc(CSc2nn3c(=O)c(C)nnc3s2)cc1	i	i	i	i	i	-13	i	i	i	i	i
49	COc1ccc(-n2c(SCC(=O)Nc3cc(C)on3)nc3ccccc3c2=O)cc1Cl	i	i	i	i	i	-17	i	i	i	i	i
50	NC(=O)NC(CC(=O)NCCc1ccccn1)c1ccccc1Cl (stereo not drawn)	i	i	i	i	i	-14	i	i	i	i	i
51	O=C(COC(=O)c1nc(Cl)ccc1Cl)c1ccc(Cl)s1	i	i	i	i	i	-7	i	i	i	i	i
52	COc1ccc(C(C(=O)NC2CCCC2)N(Cc2cccnc2)C(=O)Cc2cccs2)c(OC)c1 (stereo not drawn)	i	i	i	i	i	-2	i	i	i	i	i
53	N=C1/C(=C\c2ccc(OC(=O)c3ccccc3Cl)cc2)C(=O)N=C2SC(N3CCOCC3)=NN12	i	i	i	i	i	-8	i	i	i	i	i
54	Cc1c(OCC(=O)NCCCN2CCOCC2)ccc2c3c(c(=O)oc12)CCC3	i	i	i	i	i	-9	i	i	i	i	i
55	Cc1no[n+]([O-])c1COc1ccc(/C=C(\C#N)C(N)=O)cc1	i	i	i	i	i	-6	i	i	i	i	i
56	COc1ccc(C2C(C(C)=O)=C(O)C(=O)N2c2ccc(O)cc2)cc1 (stereo not drawn)	i	i	i	i	i	-7	i	i	i	i	i
57	COc1cc(OC)c(OC)cc1/C=N/n1c(-c2n[nH]c3c2CCC3)n[nH]c1=S	i	i	i	i	i	-10	i	i	i	i	i
58	Cc1ccc(CNC(=O)c2ccc[nH]2)cc1	i	i	i	i	i	-2	i	i	i	i	i
59	COc1ccc(Cc2nc(-c3cccc(C)c3)no2)cc1	i	i	i	i	i	-1	i	i	i	i	i
60	COc1cccc(CN(Cc2ccco2)S(=O)(=O)c2ccc(S(=O)(=O)NCc3ccccc3)cc2)c1OC	i	i	i	i	i	-15	i	i	i	i	i

Remaining list, next part.
No.	SMILES	KCNQ1 inh	RGS4 inh	RGS4 pot	ANO1 block	KCNK9 block	hERG rescue	MrgX1 agonist	KCNK3 inh	MrgX1 allo act	KCNQ1 pot	ANO1 activ
61	Fc1ccccc1NC(=S)NNc1ncc(C(F)(F)F)cc1Cl	i	i	i	100*	i	-2	i	i	i	i	i
62	O=S(=O)(c1cccs1)N1CN(Cc2ccco2)c2nc3ccccc3nc21	i	i	i	i	i	-6	i	i	i	i	i
63	COc1ccc(NC(=O)Nc2nnc(N3CCC(C)CC3)s2)cc1OC	i	i	i	i	i	-6	i	i	i	i	i
64	Cc1[nH]c2ccccc2c1C(=O)COC(=O)CCS(=O)(=O)c1ccccc1Cl	i	i	i	i	i	-6	i	i	i	i	i
65	COc1cccc(N2C(=O)CC(c3c[nH]c4ccccc34)C2=O)c1 (stereo not drawn)	i	i	i	i	i	-17	i	i	i	i	i
